Assay outcomes: PubChem BioAssay, Sanford-Burnham Center for Chemical Genomics
ATG4B inhibitor: ATG4B protease inhibitors, primary screen, biochemical, fluorescence, uHTS | 340,000 compounds, 0.51% hits | inhibition, % at 8.33 µM | AID 504462, 2011 | ATG4B cleavage of LC3-PLA2, NBD-HPC fluorescence, 1 h; in the data active = inhibition above about 40%
Target sequence (Q9Y4P1 whole entry, looked up): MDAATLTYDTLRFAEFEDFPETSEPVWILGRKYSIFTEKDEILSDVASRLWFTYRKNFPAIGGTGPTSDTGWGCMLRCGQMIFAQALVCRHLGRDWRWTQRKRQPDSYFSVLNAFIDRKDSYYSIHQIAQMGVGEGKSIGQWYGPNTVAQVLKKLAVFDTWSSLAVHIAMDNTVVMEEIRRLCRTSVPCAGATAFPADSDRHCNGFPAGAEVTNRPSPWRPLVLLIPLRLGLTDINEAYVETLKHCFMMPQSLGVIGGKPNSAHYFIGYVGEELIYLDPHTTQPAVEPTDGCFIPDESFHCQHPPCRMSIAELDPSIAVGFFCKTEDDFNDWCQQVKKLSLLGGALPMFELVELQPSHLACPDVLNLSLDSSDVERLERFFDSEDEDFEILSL
A3A deaminase: APOBEC3A ssDNA deaminase inhibitors, primary screen, selectivity assay for APOBEC3G inhibitor project, biochemical, FAM/TAMRA oligo cleavage fluorescence; DNA dC->dU-editing enzyme APOBEC-3A (Homo sapiens), P31941; recombinant A3A, FAM/TAMRA ssDNA deamination fluorescence; inhibition, % at 20 µM; 330,000 compounds, 0.41% hits; AID 493011, 2011;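 active = at least 40% inhibition at 20 µM here, with at most 30% in a related deaminase screen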;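 note: plate controls were A3A with DMSO for no effect and wells lacking A3A enzyme for full effect; some results filed as inactive read as strong as hits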
hIAP block: human IAP inhibitors, primary screen, biochemical, luminescence, uHTS. purified IAP, CDP-Star luminescence, 30 min. Intestinal-type alkaline phosphatase (Homo sapiens), P09923. AID 2544, 2010. 330,000 compounds, 0.12% hits. inhibition, % at 10 µM;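 active = inhibition reaching a set limit with compound at 10 µM in the primary screen, cut at about 35% in these data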;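 note: plate controls were DMSO wells with enzyme for no effect and no-enzyme buffer wells for full effect; values of inactives mirror those of a sister screen read the other way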
Target sequence (P09923 whole entry, looked up): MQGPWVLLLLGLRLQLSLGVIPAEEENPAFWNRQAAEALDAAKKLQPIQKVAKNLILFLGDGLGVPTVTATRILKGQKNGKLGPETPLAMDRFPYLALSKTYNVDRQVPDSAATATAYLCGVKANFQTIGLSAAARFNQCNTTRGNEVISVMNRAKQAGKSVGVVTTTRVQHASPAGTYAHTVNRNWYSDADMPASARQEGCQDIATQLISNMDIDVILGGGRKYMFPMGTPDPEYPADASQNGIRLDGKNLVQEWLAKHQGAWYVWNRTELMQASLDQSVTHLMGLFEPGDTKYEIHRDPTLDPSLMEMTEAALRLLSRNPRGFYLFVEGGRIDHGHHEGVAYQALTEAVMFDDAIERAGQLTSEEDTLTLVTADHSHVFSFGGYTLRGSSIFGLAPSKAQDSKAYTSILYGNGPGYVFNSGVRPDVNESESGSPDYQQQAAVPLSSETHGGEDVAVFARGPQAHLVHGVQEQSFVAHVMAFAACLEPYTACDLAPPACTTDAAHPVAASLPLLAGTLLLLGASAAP
HKDC1 inh: HKDC1 hexokinase inhibitors, primary screen, biochemical, fluorescence, uHTS; AID 493160, 2011; Q2TB90; recombinant HKDC1, G6PDH/diaphorase resazurin coupled fluorescence; inhibition, % at 20 µM; 340,000 compounds, 0.16% hits;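 active = inhibition above about 35% when tested at 20 µM, limit read from the data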;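 note: plate controls were DMSO wells with enzyme for no effect and DMSO wells lacking enzyme for full effect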
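Test system: HK5 enzyme. Quantity: 5 µg/mL HK5 final. Reagent: glucose and ATP substrates. Schedule: 90 min reaction incubation at room temperature, dark. Technique: resazurin-to-resorufin fluorescence via G6PDH and diaphorase coupling, 525/613 nm. Control set: DMSO wells with and without enzyme mix.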
hIAP activ: human IAP activators, primary screen, biochemical, luminescence, uHTS; activation factor at 10 µM; purified human IAP, CDP-Star luminescence, 30 min; hits give high values; 1 = vehicle-only enzyme, 0 = enzyme-free background; 330,000 compounds, 0.16% hits; Intestinal-type alkaline phosphatase (Homo sapiens), P09923;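 active = activation factor of the enzyme at least 2-fold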; note: the source names both 10 and 20 µM as test concentration; values of inactives mirror those of a sister screen read the other way
mIAP activ: activators of mouse IAP, primary screen, biochemical, luminescence, uHTS. activation factor at 10 µM. 330,000 compounds, 0.24% hits. intestinal alkaline phosphatase [Mus musculus]. muIAP, CDP-Star luminescence, 30 min; hits give high values; 1 = vehicle-only enzyme signal, 0 = enzyme-free wells. AID 2805, 2010;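 active = activation factor of at least 2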; note: the source names both 10 and 20 µM as test concentration; values of inactives mirror those of a sister screen read the other way
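Assay system: mouse IAP enzyme / Compound: DMSO-dissolved test compounds / Timing: 30 min, room temperature / Measured by: luminescence from enzymatic CDP-Star hydrolysis / Control set: DMSO-only wells, enzyme-free buffer wells as negative control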
mIAP inh: inhibitors of mouse IAP, primary screen, biochemical, luminescence, uHTS | purified mouse IAP, CDP-Star luminescence, 30 min | 330,000 compounds, 0.2% hits | AID 2806, 2010 | intestinal alkaline phosphatase [Mus musculus] | inhibition, % at 10 µM;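 active = inhibition of at least 40% at 10 µM in the primary screen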;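 note: plate controls were DMSO with enzyme for no effect and no enzyme wells for full effect; values of inactives mirror those of a sister screen read the other way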
PfG6PD inh: PfG6PD enzyme inhibitors, primary screen, biochemical, fluorescence intensity, uHTS | glucose-6-phosphate dehydrogenase-6-phosphogluconolactonase (Plasmodium falciparum 3D7) | 350,000 compounds, 0.78% hits | PfGluPho enzyme, NADPH resazurin-diaphorase fluorescence | AID 504690, 2011 | inhibition, % at 20 µM;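 active = inhibition reaching at least a set limit at 20 µM in the primary screen, cut at about 59% in these data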;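 note: 0% = DMSO wells with substrate and 100% = DMSO wells lacking glucose-6-phosphate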
Active calls of the source: *.

The line under a structure holds: ATG4B inhibitor | A3A deaminase | hIAP block | HKDC1 inh | hIAP activ | mIAP activ | mIAP inh | PfG6PD inh
- Cc1cc(C)nc(SCC(=O)c2ccc(C)c(C)c2)n1
 : -4 | -5 | 4 | 0 | 0.96 | 1 | 0 | -9
- Fc1ccc(NCc2cccnc2)cc1
 : -3 | -2 | -1 | 1 | 1 | 0.93 | 7 | 5
- Cc1ccc(S(=O)(=O)N(CC(=O)N2CCCCCC2)c2ccccc2F)cc1
 : -6 | 2 | -19 | -7 | 1.2 | 0.98 | 2 | 6
- Cc1cc(-c2nnc(-c3cc4ccccc4oc3=O)o2)c(C)n1-c1ccccc1
 : 6 | 3 | 10 | 15 | 0.9 | 0.81 | 19 | 20
- COc1ccc(OC)c(-n2c(SC)nnc2-c2c[nH]c3ccccc23)c1
 : 4 | 1 | 16 | 6 | 0.84 | 1.1 | -14 | -3
- Cc1ncsc1CCOC(=O)C12CC3CC(CC(C3)C1)C2
 : 8 | -4 | 5 | 2 | 0.95 | 0.93 | 7 | -15
- O=C(COC(=O)c1ccc[nH]c1=O)NCC1CCCO1 (stereo not given)
 : -4 | -4 | 5 | -3 | 0.95 | 1 | 0 | -9
- Fc1ccc(-n2c(CN3CCCCC3)n[nH]c2=S)cc1
 : 5 | 2 | -12 | 2 | 1.1 | 0.99 | 1 | 18
- O=C(O)CNS(=O)(=O)c1ccc(F)cc1
 : -2 | -1 | 10 | -7 | 0.9 | 1 | -1 | -15
- COc1ccc(OCC(O)CN2CCN(Cc3ccc4c(c3)OCO4)CC2)cc1 (stereo not given)
 : -10 | 1 | -8 | 9 | 1.1 | 1.1 | -14 | -2
- CC(C)C[C@H]1CN=C(Nc2ccccc2)N1CCC1CCCC1
 : 0 | 0 | -14 | -5 | 1.1 | 1 | -1 | 2
- CCn1c(SCC(=O)Nc2ccc3c(c2)OCCO3)nnc1-c1cccs1
 : -7 | 5 | 17 | 1 | 0.83 | 1 | -5 | 28
- COc1ccc(S(=O)(=O)N2CCC(C(N)=O)CC2)cc1C(=O)N1CCCCCC1
 : -5 | -3 | -10 | -1 | 1.1 | 1 | -2 | 6
- C=CCSc1nc(C)c(CC=C)c(=O)[nH]1
 : -3 | 0 | 6 | -3 | 0.94 | 1 | -4 | 0
- CCSc1ncc(Cl)c(C(=O)Nc2ccc(S(=O)(=O)Nc3onc(C)c3C)cc2)n1
 : -5 | 1 | -21 | -5 | 1.2 | 0.98 | 2 | -18
- CC(=O)Oc1cccc(C(=O)Nc2ccccc2C(=O)N2CCCC2)c1
 : -3 | -7 | -16 | -5 | 1.2 | 0.97 | 2 | -6
- CC1CCCC(NC(=O)COC(=O)[C@@H](NC(=O)c2ccccc2Cl)C(C)C)C1C (stereo not given in full)
 : -7 | -2 | 8 | -7 | 0.92 | 1 | -1 | -8
- O=c1c2cccnc2n(-c2ccccc2)n1Cc1c(Cl)cccc1Cl
 : -6 | 1 | 10 | -6 | 0.9 | 0.99 | 0 | -7
- CNC(=O)c1c(NC(=O)c2ccc(S(=O)(=O)N3CCCCC3C)cc2)sc2c1CCN(C)C2 (stereo not given)
 : -7 | 1 | 10 | 2 | 0.91 | 0.87 | 13 | 11
- O=C(NCCSc1ccccc1)c1ccco1
 : -8 | -1 | 4 | 5 | 0.96 | 0.96 | 4 | 0
- C/C(=N\NC(=O)c1ccccc1F)c1ccc(C#N)cc1
 : -4 | -2 | 20 | -3 | 0.8 | 0.95 | 5 | 0
- C=C(C)C(=O)OCCCCCCOc1ccc(C(=O)O)cc1
 : 3 | 23 | 11 | 12 | 0.89 | 0.98 | 2 | -2
- COc1ccc(NC(=O)c2c(F)cccc2F)cc1S(=O)(=O)Nc1ccc(Br)cc1
 : -11 | 2 | 7 | 0 | 0.93 | 0.98 | 2 | -14
- CCCc1ccc(Oc2c(-c3ccc(O)c(C)c3O)n[nH]c2C)cc1
 : 24 | -4 | -78 | 0 | 1.8 | 0.9 | 10 | 10
- O=C(CCl)Nc1ccccc1C(=O)Nc1ccc2c(c1)OCO2
 : 0 | -3 | 3 | 4 | 0.97 | 1.1 | -9 | 10
- C=CCn1c(N)cc(=O)nc1SC(CC)C(=O)Nc1ccc(C(C)=O)cc1 (stereo not given)
 : 1 | -1 | 16 | 6 | 0.84 | 0.96 | 4 | -5
- Cc1ccc(C)c(N2CCN(C(=O)c3ccc(CS(=O)Cc4cccc(Cl)c4)o3)CC2)c1 (stereo not given)
 : 32 | -6 | 13 | 3 | 0.87 | 1 | -5 | 5
- O=C(c1ccc(Cl)c(NC2=NC3CS(=O)(=O)CC3S2)c1)N1CCN(c2ccccc2)CC1 (stereo not given)
 : -12 | -4 | -7 | -3 | 1.1 | 1 | -4 | -2
- Nc1nnnn1NCc1cccc(OCc2ccccc2)c1
 : 0 | 3 | -3 | -5 | 1 | 0.94 | 6 | 0
- CCNC(=O)NC(=O)CSc1nc2ccccc2n1CC(C)C
 : 4 | -6 | -7 | -3 | 1.1 | 1 | -4 | 4
- CC(Cc1ccccn1)NC(=O)c1ccc(OC2CCN(CCc3ccccc3)CC2)cc1 (stereo not given)
 : 1 | 4 | -4 | -9 | 1 | 1.1 | -7 | 5
- Cc1cccc(N(C(=O)c2csnn2)C(C(=O)NC2CCCCC2)c2ccccn2)c1C (stereo not given)
 : -8 | 0 | 0 | 7 | 1 | 1 | -4 | -7
- COc1cccc2cc(C(=O)C3=C(O)C(=O)N(CCN4CCOCC4)C3c3ccc(C(C)(C)C)cc3)oc12 (stereo not given)
 : -8 | -6 | 3 | 2 | 0.97 | 0.92 | 8 | -23
- CCCCSc1nnc(-c2c[nH]c3ccccc23)n1C
 : 14 | -3 | 0 | -1 | 1 | 1 | -2 | -17
- COc1cc(Nc2ccc(C(=O)O)cc2[N+](=O)[O-])cc(OC)c1
 : -11 | -3 | -6 | -5 | 1.1 | 1 | -1 | -15
- CCCCN(Cc1ccco1)S(=O)(=O)c1ccc(-c2ccc(=O)[nH]n2)s1
 : -8 | 6 | 3 | 5 | 0.97 | 0.99 | 1 | -15
- Nc1cc(=O)[nH]c(SCCNS(=O)(=O)c2ccccc2)n1
 : -7 | -1 | 1 | -4 | 0.99 | 0.94 | 6 | -14
- CCOc1ccc(C2c3[nH]c4ccccc4c3CCN2CCCn2cccn2)cc1 (stereo not given)
 : -6 | 1 | 2 | -4 | 0.98 | 0.95 | 5 | 6
- COc1cccc(OC)c1C(=O)n1nc(C)cc1C
 : -3 | -2 | -3 | -1 | 1 | 1.1 | -5 | -19
- CC(c1ccccc1)N1CCN(C(=O)CCl)CC1 (stereo not given)
 : -7 | 3 | -5 | -6 | 1.1 | 1.1 | -8 | -1
- COC(=O)C1=CN(c2ccc(F)cc2)C=C(C(=O)OC)C1c1cccc([N+](=O)[O-])c1
 : 3 | -3 | -2 | 4 | 1 | 0.89 | 11 | 9
- COc1ccc(Cl)cc1-c1nc(SCC(=O)NC2CCCC2)n[nH]1
 : 1 | -1 | -10 | -2 | 1.1 | 1 | -1 | 45
- Cc1ccc(-n2nc(C)c3c2OC(N)=C(C#N)C3c2ccc(C)o2)cc1 (stereo not given)
 : -1 | -5 | -13 | 5 | 1.1 | 0.96 | 4 | 3
- COc1cccc(/C=C/C(=O)OCC(=O)N2CCN(c3ccccc3)CC2)c1
 : -10 | -3 | -6 | -3 | 1.1 | 0.96 | 4 | 2
- COC(=O)c1ccc(C(=O)OC)c(NC2=NS(=O)(=O)c3ccccc32)c1
 : 12 | 4 | 22 | 11 | 0.78 | 0.94 | 6 | -14
- CC(C)c1ccc(NC(=O)N2CCCC2C(=O)Nc2ccc(-n3cnnn3)cc2)cc1 (stereo not given)
 : -12 | -3 | -1 | 4 | 1 | 1.1 | -7 | 4
- O=C(O)c1ccccc1C(=O)NNc1ccc(Cl)cc1Cl
 : 7 | 0 | 2 | 3 | 0.98 | 0.96 | 4 | -18
- Cc1cc(C)nc(SCCN(C)C)n1
 : 5 | -4 | 1 | -3 | 0.99 | 0.91 | 9 | -6
- CCOC(=O)CNC(=O)CSc1nnc(-c2c[nH]c3ccccc23)n1CC
 : -11 | -1 | -5 | 1 | 1.1 | 1.1 | -7 | 10
- CC(NC(=O)Cc1ccccc1)C1COc2ccccc2O1 (stereo not given)
 : -9 | -2 | 0 | -5 | 1 | 0.99 | 1 | 5
- COc1ccccc1C(=O)NC(=O)CSc1nc2nc(C)cc(C)n2n1
 : 2 | 0 | -36 | 10 | 1.4 | 1.1 | -6 | 49
- COc1ccc([N+](=O)[O-])cc1N(CC(=O)NCCSc1ccccc1)S(C)(=O)=O
 : 0 | -4 | -4 | -12 | 1 | 0.87 | 13 | 4
- O=C(CNC(=O)c1nc[nH]c1C(=O)NCc1ccccc1)OCc1ccccc1
 : -4 | 1 | -33 | 2 | 1.3 | 1 | 0 | 13
- O=C(c1cc2cc([N+](=O)[O-])ccc2oc1=O)n1cccn1
 : 4 | 59* | 9 | 2 | 0.91 | 0.68 | 32 | 2
- O=C(CN1C(=O)c2ccccc2C1=O)Nc1cccnc1
 : -6 | 0 | 16 | -11 | 0.84 | 0.93 | 7 | -13
- Cc1ccc(N2C(=O)c3ccc(C(=O)O)cc3C2=O)cc1C
 : 3 | -2 | 1 | -4 | 0.99 | 0.88 | 12 | -20
- CSCCC(NC(=O)c1ccccc1Br)C(=O)N1CCCCCCC1 (stereo not given)
 : 3 | -1 | 8 | -8 | 0.92 | 0.99 | 1 | 8
- CCOC(=O)c1[nH]ncc1CN1CCCC(C(=O)c2ccc(OC)c(OC)c2)C1 (stereo not given)
 : 11 | -1 | -16 | 2 | 1.2 | 0.94 | 6 | -15
- O=C(c1ccc(-n2cccc2)cc1)N1CCN(Cc2ccccc2)CC1
 : -5 | -4 | 6 | 4 | 0.94 | 0.95 | 5 | -8
- O=C(O)c1ccc(S(=O)(=O)NC2CCCc3ccccc32)cc1 (stereo not given)
 : -4 | -3 | -4 | -1 | 1 | 1 | -4 | -38

3 entries drawn at random from those above:
The line under a structure holds: ATG4B inhibitor | A3A deaminase | hIAP block | HKDC1 inh | hIAP activ | mIAP activ | mIAP inh | PfG6PD inh
- COc1cccc(/C=C/C(=O)OCC(=O)N2CCN(c3ccccc3)CC2)c1
 : -10 | -3 | -6 | -3 | 1.1 | 0.96 | 4 | 2
- COC(=O)C1=CN(c2ccc(F)cc2)C=C(C(=O)OC)C1c1cccc([N+](=O)[O-])c1
 : 3 | -3 | -2 | 4 | 1 | 0.89 | 11 | 9
- CCOc1ccc(C2c3[nH]c4ccccc4c3CCN2CCCn2cccn2)cc1 (stereo not given)
 : -6 | 1 | 2 | -4 | 0.98 | 0.95 | 5 | 6
